Screening data: PubChem, Fisher Drug Discovery Resource Center
hcGAS lum – Primary biochemical luminescence assay for human cyclic GMP-AMP synthase inhibitors. Q8N884. recombinant h-cGAS, ATP depletion, Kinase-Glo luminescence. inhibition, % at 12.5 µM. 0.081% of 290,000 active. AID 1259398, 2018;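 further: 0% = vehicle reaction and 100% = reaction without DNA for no activity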
Target sequence (Q8N884 whole entry, looked up): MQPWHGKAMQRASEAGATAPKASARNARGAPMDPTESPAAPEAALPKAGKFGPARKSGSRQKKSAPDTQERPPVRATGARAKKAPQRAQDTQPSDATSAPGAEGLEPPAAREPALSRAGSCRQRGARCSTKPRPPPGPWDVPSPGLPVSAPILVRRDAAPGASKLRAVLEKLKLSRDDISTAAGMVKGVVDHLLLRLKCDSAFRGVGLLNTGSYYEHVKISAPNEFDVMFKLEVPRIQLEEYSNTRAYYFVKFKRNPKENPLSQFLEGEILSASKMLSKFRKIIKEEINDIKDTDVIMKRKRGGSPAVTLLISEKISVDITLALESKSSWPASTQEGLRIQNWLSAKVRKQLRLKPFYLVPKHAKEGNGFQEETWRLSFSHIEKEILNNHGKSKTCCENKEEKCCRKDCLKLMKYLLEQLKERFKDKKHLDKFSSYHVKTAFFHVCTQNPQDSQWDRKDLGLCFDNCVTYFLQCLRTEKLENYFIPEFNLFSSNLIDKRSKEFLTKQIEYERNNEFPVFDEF
NPYLR7 agonist – agonists of mosquito NPYLR7 receptor, primary screen, cell-based, Aedes aegypti, calcium fluorescence, mosquito biting behavior; 0.15% of 270,000 active; activation, % at 10 µM; AID 1259423, 2018; HEK293T NPYLR7/Galpha15, GCaMP6s calcium fluorescence; in the data active means activation above about 40%;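 further: 0% = vehicle and 100% = reference agonist at the receptor; some compounds past the cut are filed as inactive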
mcGAS lum – cyclic GMP-AMP synthase inhibitors, mouse, primary biochemical chemiluminescence; recombinant cGAS, Kinase-Glo ATP depletion luminescence; inhibition, % at 12.5 µM; 0.15% of 160,000 active; AID 1259399, 2018;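 further: 0% = negative control wells and 100% = reference inhibitor with no enzyme activity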
Numbers without * were called inactive; / = not tested or not shown; & = joins results of further samples. Unless noted, no stated cut-off is given here; in the data, active means inhibition above about 40%; inactive means the rest. An unsorted share of the library; overall some 0.27% were active at least once.

molecule | hcGAS lum | NPYLR7 agonist | mcGAS lum
CC1=C(C(=O)OC2CCCCC2)C(c2ccccc2OC(C)C)C2=C(CCCC2=O)N1 (stereo unspecified) | 0 | -8 | 0
CS(=O)Cc1cccc(C(=O)N2CCCC2CN2CCCC2)c1 (stereo unspecified) | -6 | -1 | /
COCC(=O)Nc1ccc(N2CCN(C(=O)NCc3ccccc3F)CC2)nc1 | -3 | 17 | -6
Cc1nn(CN(C)Cc2c(C)noc2C)c(C)c1Br | -9 | 10 | /
C/C(=N/NC(=O)c1nn(C)cc1I)c1cccc(NC(=O)C(C)C)c1 | 5 | 6 | /
Cc1c(-c2nn(C)c(=O)c3ccccc23)oc2ccc(Br)cc2c1=O | -4 | 3 | /
CC(C)N(Cc1ccc(OS(=O)(=O)c2cccc(C(F)(F)F)c2)cc1)C(=O)C1CC1 | -4 | -5 | -4
CN[C@@H]1C(O)[C@@H](O[C@@H]2[C@@H](O)[C@H](O[C@H]3OC(CN)=CC[C@H]3N)[C@@H](N)C[C@H]2N)OC[C@]1(C)O (stereo partly specified) | -4&-3 | -6 | /
CC(N)=C(C#N)C(=O)CSc1n[nH]c(N)n1 | -2 | 3 | -1
CCOC(=O)Cn1c(CN2CCN(c3ccc(F)cc3)CC2)nc2c1c(=O)n(C)c(=O)n2C | 7 | -4 | /
Cc1ccc(C)c(N2C(=O)CSC2c2cccc(NS(=O)(=O)c3cccc4ccccc34)c2)c1 (stereo unspecified) | 5 | 3 | 0
Cc1ccc(-c2ccccc2C(N)=O)c2cccnc12 | -3 | / | -11
Cc1cccc(C2N3CC4(C)CN2CC(C)(C3)C4O)c1 (stereo unspecified) | -4 | 9 | -2
O=C(CCS(=O)(=O)c1ccccc1)NCc1cc(-c2ccc3c(c2)OCO3)on1 | -2 | -2 | /
c1cnc2nc(-c3ccsc3)c(Nc3ccc4c(c3)OCO4)n2c1 | -3 | 0 | /

Arranged by SMILES length (ascending): 5 of the compounds above.
molecule | hcGAS lum | NPYLR7 agonist | mcGAS lum
Cc1ccc(-c2ccccc2C(N)=O)c2cccnc12 | -3 | / | -11
Cc1cccc(C2N3CC4(C)CN2CC(C)(C3)C4O)c1 (stereo unspecified) | -4 | 9 | -2
COCC(=O)Nc1ccc(N2CCN(C(=O)NCc3ccccc3F)CC2)nc1 | -3 | 17 | -6
O=C(CCS(=O)(=O)c1ccccc1)NCc1cc(-c2ccc3c(c2)OCO3)on1 | -2 | -2 | /
Cc1ccc(C)c(N2C(=O)CSC2c2cccc(NS(=O)(=O)c3cccc4ccccc34)c2)c1 (stereo unspecified) | 5 | 3 | 0

As entered above:
NPYLR7 agonist result of Cc1c(-c2nn(C)c(=O)c3ccccc23)oc2ccc(Br)cc2c1=O stands at 3
hcGAS lum result of CCOC(=O)Cn1c(CN2CCN(c3ccc(F)cc3)CC2)nc2c1c(=O)n(C)c(=O)n2C stands at 7

Next part
molecule | hcGAS lum | NPYLR7 agonist | mcGAS lum
Cc1ccc2nc(NC(=O)c3ccccc3[N+](=O)[O-])sc2c1 | 2 | -1 | -2
COCCn1c(SCc2cc(F)cc(C(F)(F)F)c2)nnc1-c1cc(-c2ccccc2)nc2ccccc12 | 7 | 2 | 1
CN(C(=O)c1ccsc1)C(Cc1ccccc1)C1CCN(C(=O)c2ccc3[nH]ccc3c2)CC1 (stereo unspecified) | -11 | 15 | -12
COc1ccc(-n2nnc3c(=O)n(CC(=O)OCc4ccccc4)cnc32)cc1 | 4 | 4 | /
CCOCCCNC(=O)c1cc(NC(=O)C(CC)c2ccccc2)ccc1N1CCC(Cc2ccccc2)CC1 (stereo unspecified) | -3 | -2 | -6
CNc1snc(C)c1C(=O)OCC(=O)c1cc(C)n(C(C)C)c1C | -3 | -1 | -3
COc1ccc2cc(C3CN(CCCn4ccnc4C)CCO3)ccc2c1 (stereo unspecified) | -5 | 4 | -10
Cc1ccccc1C(=O)N[C@@H]1CCCCC1NC(=O)C1CCN(C(=O)c2ccccc2Cl)CC1 (stereo partly specified) | -6 | 2 | -5
Fc1ccc(Oc2cc(N3CCN(CCN4CCOCC4)CC3)ncn2)c(F)c1 | -2 | -9 | -4
COc1cc(C(C)NC(=O)C(C)S(=O)(=O)C(C)C)ccc1OC(C)C (stereo unspecified) | 3 | 6 | /
COc1ccc(C2c3ccsc3CCN2C(=O)CN(C(=O)c2cccc(C(F)(F)F)c2)C2CC2)cc1 (stereo unspecified) | -7 | / | -4
CC(C)c1ccc(CNc2nc(N)n(-c3ccccc3)n2)cc1 | -6 | -1 | 0
CCOC(=O)C1(Cc2cccc(OC)c2)CCN(Cc2cc(C(C)C)n[nH]2)CC1 | -5 | 1 | /
Cc1nc(N2CCOCC2)sc1C(=O)NNS(=O)(=O)c1cc(F)cc(F)c1 | 4 | 2 | -1
Cc1ccc2cc(C(=O)NC3CCN(C(C)C)CC3)[nH]c2c1 | -4 | -10 | -1
COc1ccccc1Oc1nc(N2CCOCC2)nc2c1CN(Cc1ccc([N+](=O)[O-])cc1)CC2 | -23 | 11 | /
O=S(=O)(Cc1cn2ccccc2n1)Cc1ccccc1C(F)(F)F | 5 | 1 | /
CN(C)C(=O)CCCn1cnc(-c2ccccc2)c1-c1cc2ccccc2[nH]1 | -4 | -9 | -11
FC(F)(F)Cn1nnnc1SCCN1CCCCC1 | -14 | 12 | /
OCc1c[nH]c(=S)n1Cc1ccc(F)cc1 | -3 | -2 | /
Cc1cc(S(=O)(=O)N2CCCC(CNS(=O)(=O)Cc3ccccc3)C2)c(C)s1 (stereo unspecified) | -7 | -1 | /
CC(C)C(NC(=O)c1ccccc1Cl)C(=O)N1CCc2cnccc21 (stereo unspecified) | -4 | 4 | -12
COc1cccc2cc(C(N)=O)c(=Nc3ccccc3C)oc12 | -1 | -10 | 0
CC1CN(c2nc(Cc3ccc(Cl)cc3)ns2)CCN1C(=O)/C=C/c1ccc([N+](=O)[O-])cc1 (stereo unspecified) | -3 | / | -4
COc1cc(/C=C(/C(=O)N2CCCC2)c2nc3sc(C)c(C)c3c(=O)[nH]2)cc2c1OCO2 | 1 | 4 | /
Cc1nc2ccccn2c1CN(C)C(=O)CC1C(=O)NCCN1CC(C)(C)C (stereo unspecified) | 0 | 6 | /
CC(NC(=O)Cc1n[nH]c(=O)c2ccccc12)c1ccc2c(c1)CCCC2 (stereo unspecified) | -4 | 18 | /
Oc1[nH]c2ccccc2c1N=Nc1ccc2c(Cl)cc(Cl)c(O)c2n1 | -4 | 2 | -5
COc1ccc(S(=O)(=O)NCCCN2CCOCC2)cc1N1CCN(C(=O)c2ccc(F)cc2C(F)(F)F)CC1 | 1 | 11 | -2
CN(CC(=O)NCCCC1CCCC1)S(=O)(=O)c1ccc(Cl)cc1 | 2 | 0 | /
O=C1c2ccccc2C(=O)C1c1ccnc2ccccc12 | -4 | 103* | -2
CC(C)c1ccc(-c2csc(NC(=O)/C=C/c3cnn(C)c3)n2)cc1 | -7 | 4 | -17
Cc1noc(CNc2ccc(CC(=O)N3CCSCC3)cc2)n1 | -11 | -3 | /
COc1ccc(C2(NCCCCC#N)CCCC2)cc1 | -7 | 0 | /
CCn1c(CC2CCN(Cc3ccc4onc(C)c4c3)CC2)nn(C)c1=O | -6 | 7 | /
CN(C)c1ccc(/C=C2/SC(=S)N(Cc3ccco3)C2=O)cc1 | -3 | 9 | /
O=C1NCC2(CCCN(Cc3ccc(C(F)(F)F)nc3)CC2)O1 (stereo unspecified) | -1 | 14 | -15
CCCCOC(=O)C1=C(C)N(C)C(=O)NC1c1cccc([N+](=O)[O-])c1 (stereo unspecified) | -6 | -1 | -5
COc1ccc2nc(N=Cc3nc(-c4ccccc4)oc3O)sc2c1 | -3 | -2 | /
Cc1ccccc1Oc1cc(N2CCN(C(=O)COc3ccccc3)C(C)C2)ncn1 (stereo unspecified) | -3 | -9 | -4
CCn1cc(C(CC(=O)N2CCN(Cc3ccccc3)CC2)c2cc(OC)cc(OC)c2)c2ccccc21 (stereo unspecified) | -10 | -4 | -6
CCOc1ccc(-c2cc3c(=O)n(CC(=O)Nc4ccc(C)cc4Cl)ccn3n2)cc1 | -5 | 4 | -8
CCCc1nnsc1C(=O)N[C@@H]1CCN(CC(=O)N(C)C)C[C@H]1O | -12 | / | -7
CN(C)C(=O)CCC(=O)N1CCCC2(CCCc3ccccc32)C1 (stereo unspecified) | 1 | 0 | /
CC1CCC(NC(=O)C2CC=CCC2C(=O)O)CC1 (stereo unspecified) | -8 | 5 | /
CC(C)Nc1ccnc(N2Cc3cnc(C(C)(C)C)nc3C2)n1 | 0 | -9 | -2
COC(=O)c1ccc(C(=O)OC)c(NC(=O)c2cc3cccc(OC)c3oc2=O)c1 | -7 | -3 | -7
O=C1CCC2(CCN1)CCN(C(=O)CCn1cnc3ccccc31)CC2 | -6 | 9 | /
Cn1nc(C2CCN(C(=O)C3CCOCC3)CC2)n(Cc2ccccc2)c1=O | -5 | 1 | -12
CCOC(=O)c1nn(-c2ccc(C)cc2)c(=O)cc1OS(=O)(=O)c1cc(C)c(Cl)cc1C | 1 | -2 | 3
CCC(C)N(Cc1c(-c2ccccc2F)noc1N1CCOCC1)C(=O)C1CCCC1 (stereo unspecified) | -3 | 14 | -6
O=C(CSc1nncn1-c1ccccc1F)NCC1CCCCC1 | 5 | -7 | /
CCOc1ccc(-c2ccnc(N3CCN(S(=O)(=O)c4c(F)c(F)c(F)c(F)c4F)CC3)n2)cc1 | -5 | -1 | -6
CCOc1ccc(-c2ncncc2Oc2ccc(OC)cc2)c(O)c1 | -10 | -3 | -9
CC(C)N1CCOC(CC(=O)N2CCCN(C)C3(CCN(C)CC3)C2)C1 (stereo unspecified) | -1 | 7 | -14
O=C(Cc1cccs1)N1CCN(c2cccc(Cl)c2)CC1 | -3 | -2 | -3
CCc1csc(CNC(=O)[C@@]23CNC[C@@H]2CN(S(C)(=O)=O)C3)n1 | 1 | 16 | -2
Cc1ccc(S(=O)(=O)NCCNS(C)(=O)=O)c(Br)c1 | 0 | -3 | -17
CS(=O)(=O)CCN(Cc1c(F)cccc1F)C1CCCC1 | -5 | 9 | -11
O=P1(N2CCOCC2)C=C(c2ccccc2)SC(c2ccccc2)=C1 | 0&-6 | -20&3 | /

(list continues)
molecule | hcGAS lum | NPYLR7 agonist | mcGAS lum
COCCCNC(=O)c1cc(NC(=O)C23CC4CC(CC(C4)C2)C3)ccc1N1CCCC1 | -2 | -3 | -4
CCS(=O)(=O)c1ccc(C(=O)N(Cc2ccccn2)c2nc3ccccc3s2)cc1 | 1 | -2 | -8
COc1ccc(N2C(=O)CC(NCc3ccc4c(c3)OCO4)C2=O)cc1 (stereo unspecified) | -8 | -6 | -6
Cc1nn(C)c(C)c1NC(=O)NCCCN(C)C1CCCC1 | -17 | / | -7
Nc1ccccc1C1SCC(=O)N1c1ccc2c(c1)OCCO2 (stereo unspecified) | -1 | 14 | /
CCc1cccc(NC(=O)CCCN2C(=O)NC3(CCCC3)C2=O)c1 | -10 | 15 | /
CCc1noc(CC)c1CNC(=O)NCCS(C)=O (stereo unspecified) | -6 | 0 | -12
Cc1cc(Nc2ccncc2)n2nc(C)c(-c3ccccc3)c2n1 | -6 | 0 | -5
CC(C)CN(C(=O)c1cc(F)c(F)cc1Cl)C1CCN(C)CC1 | 4 | -1 | 1
O=C(CN1C(=O)C(=O)N(CCC2=CCCCC2)C1=O)NC1CCCC1 | -2 | 6 | /
CCc1cc(-c2nccn2CC2(c3ccccc3)CCOCC2)n[nH]1 | -10 | 3 | /
Cc1cc(C(=O)N2CCC3(CCOCC3)CC2)c(=O)n(C)c1C | -4 | 9 | /
CN(Cc1ccco1)c1ccc(-c2nccn2C)nn1 | -3 | -3 | /
NC(=O)CN1CCC=C(CNC(=O)c2ccc(Cl)cc2Cl)C1 | -5 | 0 | /
O=C(NCCC1=CCCCC1)N1CCC(n2cncn2)CC1 | -12 | -6 | -15
CCOC(=O)[C@H](CC(C)C)N1CC[C@@]2(CCCN2Cc2cc3c(cc2Cl)OCO3)C1=O | 4 | -2 | /
CCOc1nn(CC)cc1-c1n[nH]c(=S)n1CC | -1 | -5 | /
COCCC1CN(Cc2ccc(S(C)(=O)=O)cc2)CCO1 (stereo unspecified) | -5 | 11 | -11
Cc1cc(=O)[nH]c(-n2nc(C)c(CCC(=O)NC3CCCC3)c2C)n1 | 2 | -2 | /
O=C(C1CSCN1C(=O)C1CCC1)N1CCCN2CCCC2C1 (stereo unspecified) | -7 | 11 | /
O=C(CN1CCOc2ccccc2C1)NCc1cnn2ccccc12 | -3 | -4 | -15
O=C(O)C1CC(=O)N(c2ccc3c(c2)Cc2ccccc2-3)C1 (stereo unspecified) | -4 | -9 | /
CCOc1c(C)cnc2c1c(=O)n(Cc1ccccc1C)c(=O)n2C | 1 | -2 | -1
N#Cc1ccccc1CN1CCC(NC(=O)CC2CCCC2)CC1 | -11 | 9 | /
Cc1nc2ncnn2c(N2CCN(S(=O)(=O)c3ccc(Oc4cccc(Cl)c4C#N)cc3)CC2)c1Cc1ccccc1 | -7 | / | -6
O=C(c1ccc2ccccc2c1)C1CCCN(C(=O)CCN2CCCC2=O)C1 (stereo unspecified) | -6 | 9 | /
Cc1ccc(-c2onc3c2CCCC3)cc1NC(=O)/C=C/c1cccc(C(F)(F)F)c1 | -6 | 0 | -6
